NCI-60 one-dose screen, 48 h, at 10 µM unless noted. Numbers give growth in % (100 = growth as untreated, 0 = no growth, -100 = all killed).
SR = SR leukemia cells; 73,000 tested, 8.7% active
K-562 = K-562 leukemia; 78,000 tested, 7.4% active; AID 1794777
MOLT-4 = MOLT-4 leukemia cells; 80,000 tested, 6.9% active; AID 1794779
MDA-MB-468 = MDA-MB-468 breast cancer | AID 2202374 | 78,000 tested, 8.5% active
MDA-MB-231 = MDA-MB-231 breast cancer | 81,000 tested, 5% active | AID 1794789
MCF7 = MCF7 breast cancer; AID 1794796; 82,000 tested, 6.3% active
MDA-MB-435 = MDA-MB-435 melanoma; 82,000 tested, 7.8% active
RPMI-8226 = RPMI-8226 leukemia cells; 77,000 tested, 7.5% active; AID 1794781
Active calls of the source: *; / = not tested or not shown; & = joins results of further samples. Rule for the calls: active = growth percent below 10; inactive = the rest. This is a random part of the collection. About 15% of those tested had a hit in this group.

| SMILES | MDA-MB-231 | MCF7 | MOLT-4 | K-562 | RPMI-8226 | MDA-MB-468 | SR | MDA-MB-435 |
| --- | --- | --- | --- | --- | --- | --- | --- | --- |
| O=C(/C(=C\c1c(-c2ccccc2)[nH]c2ccccc12)S(=O)(=O)c1ccccc1)c1ccccc1 | 50 | 41 | 3.7* | 8.0* | -34* | 33 | 15 | 17 |
| COc1cccc(-c2cc3c(O)cc(C#N)cc3[nH]2)c1 | 73 | 88 | 82 | 83 | 36 | 102 | / | 71 |
| CC1(C)CCc2cc(-c3ccn(S(=O)(=O)c4ccccc4)n3)ccc2O1 | 104 | 76 | 61 | 10 | 59 | 55 | 57 | 79 |
| N/C(=N\C(N)=N\c1nc2ccccc2s1)c1ccncc1 | 56 | 42 | 45 | 13 | 46 | 57 | 20 | 1.8* |
| C#CC1(N2CCCCC2)CCCCC1 | 121 | 91 | 98 | 100 | 103 | 102 | 94 | / |
| COc1cccc(N2C(=O)/C(=C/C3=Cc4ccccc4OC3)SC2=S)c1 | 99 | 94 | 98 | 82 | 99 | 100 | / | 99 |
| COc1c(CCC[P+](c2ccccc2)(c2ccccc2)c2ccccc2)cc2c(c1OC)OCO2 | -8.8* | 2.2* | 33 | 12 | 8.4* | -28* | / | 2.6* |
| NC(=NCCCCCCN=C(N)/N=C(\N)Nc1ccc(Cl)cc1)/N=C(\N)Nc1ccc(Cl)cc1 | 0.1* | 7.8* | 21 | 8.1* | 28 | -69* | 25 | 18 |
| COc1ccc2cc([C@H](C)C(=O)N/N=C/c3cccc(F)c3)ccc2c1 | / | 88 | 74 | 74 | 81 | 73 | 67 | 100 |
| C/C=C1\SC(=S)NC1=O | 97 | 87 | 103 | 117 | 101 | 114 | 101 | 101 |
| Cc1ccc(CNn2c(COc3ccccc3)nc3ccccc3c2=O)cc1 | 72 | 92 | 94 | 67 | 86 | 68 | / | 50 |
| CCCCn1cc(/C=C/C(=O)c2cc3ccccc3oc2=O)c2ccccc21 | 69 | 55 | 82 | 90 | 92 | 67 | 71 | 111 |
| Nc1nc(SC/C=C/CCl)c2[nH]cnc2n1 | 102&112 | 85&125 | 76&97 | 91&103 | 100 | 127&103 | 78 | 101&105 |
| CCOC(=O)c1sc(NCC(=O)Nc2cccc([N+](=O)[O-])c2)c(C(=O)OCC)c1C | -25* | -4.8* | 6.6* | 6.0* | -32* | -47* | 19 | -82* |
| Fc1ccc(-c2nc(C(Cl)Cl)nc3cc(-c4ccccc4)nn23)cc1 | 12 | 22 | 6.6* | 11 | 8.7* | -53* | 0.6* | 3.9* |
| c1ccc2c(c1)[nH]c1c2cc[n+]2cc3c(cc12)CCCC3 | 31 | -14* | 2.4* | 17 | 33 | -14* | 11 | 12 |
| O=C(CN1CCN(c2cc(=O)n(-c3ccccc3)c3ccccc23)CC1)Nc1cccc([N+](=O)[O-])c1 | 74 | 74 | 65 | 51 | / | 30 | 93 | / |
| CCCc1c(C)nc2scc(-c3ccccc3)n2c1=O | 103 | 96 | 92 | 93 | 102 | 99 | 92 | 95 |
| COc1cc(/C=N/c2cc(C(C)(C)C)nn2-c2ccccc2)ccc1O | 90 | 104 | 105 | 107 | / | 78 | / | 95 |
| CCCCCCCCCC(=O)Oc1ccc(/C(=C(/C)Cc2cccc(OC)c2)c2ccc(OCCN3CCOCC3)cc2)cc1 | 103 | 81 | 100 | 107 | 109 | 99 | 123 | 97 |
| COc1ccc(Cn2nc(-c3cc(OC)c(OC)c(OC)c3)c3c2CCc2cnoc2-3)cc1 | 78 | 59 | 58 | 69 | / | 67 | / | 71 |
| Cc1ccc(C(=O)c2c(N)c(C#N)cn2-c2ccc(Br)cc2C)cc1 | 86 | 98 | 100 | 112 | 104 | 91 | 90 | 99 |
| ICC1CCC(CI)CC1 (stereo not given) | 104 | 102 | 95 | 95 | 103 | 95 | 79 | 117 |
| Cc1ccc(S(=O)c2ccc([N+](=O)[O-])c3nonc23)cc1 (stereo not given) | / | 93 | -3.4* | 39 | 91 | / | -8.2* | 106 |
| CC(C)=CCCC(C)c1ccc(C)c2c1OCN(CC1CCNCC1)C2 (stereo not given) | 69 | 37 | 34 | 0.6* | 24 | 7.5* | -8.5* | 15 |
| COc1ccc(C(=S)N2CCN(c3ccc(Cl)cc3)CC2)cc1 | 77 | 94 | 77 | 88 | 94 | 102 | 91 | 120 |
| CCN(CC)CC(O)c1c(OC)ccc2ccccc12 (stereo not given) | 126 | 100 | 82 | 97 | 107 | 91 | 94 | 100 |
| Fc1ccc(CNc2c3ccccc3nc3ccccc23)c(F)c1 | 44 | 10 | 24 | 22 | 28 | -4.0* | 25 | 66 |
| CNCc1cccc2c1OCCOCCOCCNS(=O)(=O)c1ccc(cc1)-c1cnc(N)c(n1)C(=O)N2 | 30 | 12 | 8.1* | 9.4* | 66 | 36 | 3.8* | 35 |
| O=C(Oc1cc(OC(=O)c2ccccc2)cc(OC(=O)c2ccccc2)c1)c1ccccc1 | 111 | 86 | 91 | 87 | 105 | 99 | 83 | 107 |
| COC(=O)C1(CC(=O)Cc2ccccc2)NC(=S)NC(=O)C1C#N (stereo not given) | 112 | 98 | 110 | 102 | 102 | 109 | 93 | 113 |
| CSc1nc(Nc2ccc(NC(C)=O)cc2)c(C#N)c(-c2cccc([N+](=O)[O-])c2)n1 | 92 | 95 | 94 | 101 | 94 | 106 | / | 99 |
| Cc1cnc(C)c(NS(=O)(=O)c2ccc(NC3=C(I)C(=O)c4ncccc4C3=O)cc2)n1 | 103 | 93 | 103 | 73 | 100 | 106 | 75 | 107 |
| S=c1nc2[nH]c3ccccc3c2n[nH]1 | 87 | 92 | 104 | 106 | 74 | 109 | / | 107 |
| Cn1c(SCC(=O)c2ccc([N+](=O)[O-])cc2)nc2ccccc2c1=O | 112 | 92 | 100 | 102 | 94 | 127 | 98 | 100 |
| COc1cc(CNCCCN2C(=O)c3ccc4c5c(ccc(c35)C2=O)C(=O)N(CCCNCc2cc(OC)c(OC)c(OC)c2)C4=O)cc(OC)c1OC | -18* | -58* | -13* | 7.7* | -18* | -93* | -3.1* | -71* |
| CCN(CC)Cc1cc(Oc2ccc(O)c(CN(CC)CC)c2)ccc1O | 86 | 94 | 98 | 84 | 91 | 83 | / | 89 |
| O=C(Cl)N(c1ccccc1)c1ccccc1 | 117 | 99 | 91 | 96 | 95 | 106 | 95 | 108 |
| Cn1cc(-c2ccc(-c3cncc(Cl)c3N3CCC4(CC3)CC(=O)NC4=O)cc2)cn1 | 97 | 84 | 73 | 75 | 43 | 97 | 84 | 109 |
| Cn1cc(-c2ccc3c(c2)OCO3)c2ccccc21 | 90 | 97 | 82 | 74 | 91 | 109 | / | 104 |
| COc1cccc(-c2nc(Nc3ccc(C)c(S(N)(=O)=O)c3)c3ccccc3n2)c1 | 58 | 39 | 34 | 21 | 29 | 68 | 29 | 60 |
| CCOC(=O)/C(C#N)=C(O)\C(=C\c1ccc(Cl)cc1)NC(=O)c1ccc(NC(C)=O)cc1 | / | 94 | 80 | 105 | 101 | 103 | / | 107 |
| CCOC(=O)CN1/C(=N/c2sc3c(c2C(=O)OCC)CCSC3)SC(=O)/C1=C\C(=O)OC | 97 | 82 | 94 | 81 | 61 | 96 | 87 | 99 |
| COC1CC(C)C(Cl)C(C)C1/C=C/C(=O)O (stereo not given) | 99 | 100 | 90 | 94 | 94 | 117 | 92 | 102 |
| CCOC(=O)c1ccc(NC(=O)CS(=O)(=O)c2ccc(C)cc2)cc1 | 102 | 99 | 109 | 103 | 104 | 104 | 91 | 103 |
| COc1ccc2c(c1)CCCC21C(=O)Nc2c(Cl)cccc21 (stereo not given) | 77 | 82 | 52 | / | 83 | 109 | 30 | -12* |
| COc1cc(Cn2c(SCC(N)=O)nc3ccccc3c2=O)cc(OC)c1OC | 87 | 100 | 96 | 100 | 98 | 114 | 91 | 107 |
| COc1cc2c(cc1OC)N(CCO)C1=C(C(=O)OC1)C2c1ccc(Cl)c(Cl)c1 (stereo not given) | 97 | 96 | 74 | 89 | 92 | 112 | 86 | 101 |

Complete entries from above. Values in the order: MDA-MB-231 | MCF7 | MOLT-4 | K-562 | RPMI-8226 | MDA-MB-468 | SR | MDA-MB-435
CSc1nc(Nc2ccc(NC(C)=O)cc2)c(C#N)c(-c2cccc([N+](=O)[O-])c2)n1 in the list: 92 | 95 | 94 | 101 | 94 | 106 | / | 99
COc1cc(Cn2c(SCC(N)=O)nc3ccccc3c2=O)cc(OC)c1OC in the list: 87 | 100 | 96 | 100 | 98 | 114 | 91 | 107

(listing goes on)
| SMILES | MDA-MB-231 | MCF7 | MOLT-4 | K-562 | RPMI-8226 | MDA-MB-468 | SR | MDA-MB-435 |
| --- | --- | --- | --- | --- | --- | --- | --- | --- |
| O=C(CCc1nnc2sc(-c3ccc(O)cc3)nn12)c1nc2ccccc2[nH]1 | 95 | 92 | 97 | / | 113 | 114 | / | 108 |
| COc1cc(-c2nn(-c3ccc(NC(=O)c4cc(Cl)cc(Cl)c4)cc3)cc2-c2ccncc2)ccc1Cl | 81 | 78 | 28 | 23 | / | 89 | 15 | 84 |
| O=[N+]([O-])c1ccc(C(n2nnc3ccccc32)n2nnc3ccccc32)c2cccnc12 | 97 | 101 | 95 | 108 | 105 | 96 | 99 | 111 |
| COC(=O)c1ccc2c(c1)nc(-c1cc3ccccc3[nH]c1=O)n2Cc1ccc(OC)c(OC)c1 | 97 | 89 | 78 | 102 | 88 | 97 | 88 | 107 |
| COc1ccc(NC(=O)C(C)Sc2nc3ccccc3c(=O)n2CCc2ccc(S(N)(=O)=O)cc2)cc1 (stereo not given) | 96 | 91 | 89 | / | 102 | 102 | 94 | 104 |
| CCOC(=O)c1c(N)c(C#N)cn1-c1ccc(Cl)cc1Cl | 99 | 96 | 96 | 96 | 96 | 104 | 78 | 108 |
| CCOC(=O)c1c(-c2cc(OC)c(OC)c(OC)c2)csc1NC(=O)c1ccccc1 | 127 | 99 | 102 | 100 | 97 | 98 | 116 | 115 |
| COc1ccc(/C=C/c2nc(NNC(=O)Nc3ccccc3)c3ccccc3n2)cc1 | 82 | 51 | 84 | 41 | 91 | 74 | 78 | 65 |
| CN(/N=C/c1ccc2c(c1)OCO2)C(=O)c1ccccc1N | 95 | 90 | 101 | 98 | 101 | 99 | 98 | 106 |
| CC(=O)c1cc(O)c2ccccc2c1O | 87 | 75 | 107 | 58 | 46 | 64 | 110 | 111 |
| CSc1cccc(NC(=S)NN/C(=N/S(=O)(=O)c2ccccc2)N2CCCC2)c1 | 95 | 96 | 102 | 104 | 85 | 89 | 102 | 106 |
| Nc1nn2c(-c3ccc(F)cc3)ccnc2c1N=Nc1ccc(S(N)(=O)=O)cc1 | 89 | 95 | 91 | 98 | 96 | 97 | 82 | 90 |
| COc1ccc(OC)c(/C=C/C(=O)C2=NN(c3ccc(I)cc3)[C@H](c3cc(OC)ccc3OC)CC2=O)c1 | 74 | 69 | 13 | 52 | / | 90 | 48 | 59 |
| COc1ccc2c(c1)c(C(=O)c1nc(-c3c[nH]c4ccc(Br)cc34)no1)cn2C | 61 | 70 | 93 | 87 | 102 | 133 | 68 | 97 |

Exported with values under each structure: part of the list above.
Every second line gives: MDA-MB-231	MCF7	MOLT-4	K-562	RPMI-8226	MDA-MB-468	SR	MDA-MB-435
- O=[N+]([O-])c1ccc(C(n2nnc3ccccc32)n2nnc3ccccc32)c2cccnc12
→ 97	101	95	108	105	96	99	111
- COC(=O)c1ccc2c(c1)nc(-c1cc3ccccc3[nH]c1=O)n2Cc1ccc(OC)c(OC)c1
→ 97	89	78	102	88	97	88	107

Looked up above:
In MDA-MB-468, `CN(/N=C/c1ccc2c(c1)OCO2)C(=O)c1ccccc1N` is listed with 99
In SR, `CCOC(=O)CN1/C(=N/c2sc3c(c2C(=O)OCC)CCSC3)SC(=O)/C1=C\C(=O)OC` is listed with 87
In MDA-MB-468, `COc1cc(-c2nn(-c3ccc(NC(=O)c4cc(Cl)cc(Cl)c4)cc3)cc2-c2ccncc2)ccc1Cl` is listed with 89
In MDA-MB-468, `COc1ccc(OC)c(/C=C/C(=O)C2=NN(c3ccc(I)cc3)[C@H](c3cc(OC)ccc3OC)CC2=O)c1` is listed with 90
In MOLT-4, `CCOC(=O)c1c(N)c(C#N)cn1-c1ccc(Cl)cc1Cl` is listed with 96
